Compound activity from PubChem BioAssay.
PvdQ acylase – blocks Pseudomonas aeruginosa PvdQ acylase activity. purified PvdQ acylase, fluorescence plate reader. 340,000 tested, 0.063% active. inhibition, % at 10 µM; in the data active means inhibition above about 30%, passing the limit was not always enough;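 further: 0% = vehicle neutral wells and 100% = reference inhibitor wells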
DAGLB inh – diacylglycerol lipase beta (human) inhibition. Q8NCG7. HEK293T DAGLB membrane lysate, EnzChek fluorogenic substrate. inhibition, % at 5.17 µM. 340,000 tested, 0.059% active; in the data active means inhibition above about 34%;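 further: 0% = enzyme with vehicle and 100% = wells lacking enzyme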
Target sequence (Q8NCG7 whole entry, looked up): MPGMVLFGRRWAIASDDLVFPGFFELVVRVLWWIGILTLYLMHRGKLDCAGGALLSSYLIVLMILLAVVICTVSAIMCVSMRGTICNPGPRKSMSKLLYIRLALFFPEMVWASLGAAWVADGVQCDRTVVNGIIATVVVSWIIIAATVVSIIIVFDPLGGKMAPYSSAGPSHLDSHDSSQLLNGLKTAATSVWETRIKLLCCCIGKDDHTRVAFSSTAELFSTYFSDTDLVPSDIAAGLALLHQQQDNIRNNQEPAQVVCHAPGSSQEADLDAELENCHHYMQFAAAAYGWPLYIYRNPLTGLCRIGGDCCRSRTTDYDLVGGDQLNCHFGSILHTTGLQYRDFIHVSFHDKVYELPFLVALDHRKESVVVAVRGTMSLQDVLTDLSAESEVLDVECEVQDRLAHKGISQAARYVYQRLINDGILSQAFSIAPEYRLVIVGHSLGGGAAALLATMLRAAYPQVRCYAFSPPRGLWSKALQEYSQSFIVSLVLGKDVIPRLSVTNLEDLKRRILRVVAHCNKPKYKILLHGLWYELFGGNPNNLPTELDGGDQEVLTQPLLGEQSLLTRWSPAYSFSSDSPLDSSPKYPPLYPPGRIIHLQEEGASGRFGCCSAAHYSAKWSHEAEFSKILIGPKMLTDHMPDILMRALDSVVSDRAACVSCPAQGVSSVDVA
E coli growth – bacterial growth inhibition, counter-screen for AddAB inhibitors; E. coli V3065 growth, OD600 absorbance, 18 h; inhibition, % at 11.9 µM; 330,000 tested, 0.27% active;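 active means inhibition above the campaign's mean inhibition across all tested compounds plus 3 SD, cut at about 9.9% in these data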;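 further: uninfected addAB+ strain grown without phage in ampicillin broth; 0% = DMSO wells and 100% = ciprofloxacin 0.95 µg/ml wells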
Rtt109 Vps75 – C. albicans Rtt109 histone acetyltransferase inhibition | Q5AAJ8 | purified Rtt109/Vps75, ThioGlo CoA-SH fluorescence, 4 h | inhibition, % at 34.9 µM | 330,000 tested, 0.16% active;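 active means inhibition of at least 50% in every replicate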
Target sequence (Q5AAJ8 whole entry, looked up): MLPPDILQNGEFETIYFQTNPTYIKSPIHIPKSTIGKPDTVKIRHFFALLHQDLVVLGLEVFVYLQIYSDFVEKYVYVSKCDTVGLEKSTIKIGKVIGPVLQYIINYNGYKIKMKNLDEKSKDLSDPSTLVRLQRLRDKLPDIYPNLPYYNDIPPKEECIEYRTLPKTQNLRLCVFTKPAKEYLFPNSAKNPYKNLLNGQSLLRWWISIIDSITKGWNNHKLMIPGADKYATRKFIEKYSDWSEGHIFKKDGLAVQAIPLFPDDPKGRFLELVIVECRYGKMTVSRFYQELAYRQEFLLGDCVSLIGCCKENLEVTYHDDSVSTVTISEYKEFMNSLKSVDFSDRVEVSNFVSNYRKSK
Tat transport – blocks Tat-dependent protein export in E. coli. E. coli MC4100 TorA-mCherry Tat export, fluorescence. inhibition, % at 10 µM. 340,000 tested, 0.036% active. AID 488895;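 active means mean replicate inhibition at least 50% and at least half of replicates individually reaching 50%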;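 further: exported cargo escapes ClpAP degradation while cytoplasmic cargo is degraded and loses fluorescence; 0% = median of neutral control wells and 100% = median of NaSCN control wells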
phage Ecoli inh – E. coli growth loss with phage present. AID 651602. inhibition, % at 11.9 µM. 360,000 tested, 0.26% active. growth absorbance; in the data active means inhibition above about 11%
CAL PDZ FP – blocks peptide binding to human CAL PDZ domain | purified CAL PDZ, TMR-peptide fluorescence polarization, 1 h | inhibition, % at 20 µM | 330,000 tested, 0.02% active | AID 504414;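 active means highest replicate inhibition of at least 40%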;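 further: plate controls were DMSO neutral control wells for no effect and unlabeled competitor peptide control wells for full effect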
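material = purified tagged CAL PDZ domain construct (CerCALP) | compound dosing = 20 µM, one dose | times = 1 h at RT | measured by = fluorescence polarization from S- and P-plane intensities, G-factor corrected | read-out = inhibition from polarization loss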
AddAB inh – less growth of phage-infected E. coli with AddAB; 330,000 tested, 0.29% active; E. coli expressing H. pylori AddAB, absorbance growth; inhibition, % at 11.9 µM; in the data active means inhibition above about 12%;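 further: 0% = vehicle wells of infected cells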
Wnt bcat act – activators of Wnt/beta-catenin signaling; Wnt/beta-catenin reporter cell assay, activator, plate reader; activation, % at 9.35 µM; 300,000 tested, 1.2% active; AID 743398; in the data active means activation above about 30%, passing the limit was not always enough;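 further: 0% = neutral control wells and 100% = positive control wells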
PfHsp90 set2 – reduces growth (ATP signal) of yeast expressing P. falciparum Hsp90; inhibition, % at 9.4 µM; AID 504621; S. cerevisiae expressing PfHsp90, BacTiter-Glo ATP, 48 h; yeast lacking PDR1 and PDR3 efflux regulators; 310,000 tested, 0.32% active;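 active means every replicate shows inhibition above about 80%, whatever the replicate mean, limit read from the data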;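 further: 0% = DMSO neutral controls and 100% = 20 µM radicicol positive controls; yeast relying on Plasmodium falciparum Hsp90 in place of its own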
An asterisk follows results filed as active.

Cc1cnc(C(=O)OCC(=O)N(Cc2ccccc2)C(C)C)cn1 was read as PvdQ acylase -16, DAGLB inh 0, E coli growth 0.9, Rtt109 Vps75 -7, Tat transport 3, phage Ecoli inh 3.5, CAL PDZ FP -1.4, AddAB inh 5.2, Wnt bcat act -17 and PfHsp90 set2 8.
Screening CC(C)(C)C(=O)Cn1c[n+](N)cn1 returned PvdQ acylase -1, DAGLB inh -4, E coli growth 0.5, Rtt109 Vps75 -2, Tat transport -1, phage Ecoli inh 0.7, CAL PDZ FP 0.8, AddAB inh -1.6 and PfHsp90 set2 17.
O=C(CCCn1cc([N+](=O)[O-])cn1)N1CCCCC1 was read as PvdQ acylase -4, DAGLB inh 0, E coli growth 0.6, Rtt109 Vps75 0, Tat transport 6, phage Ecoli inh 2.4, CAL PDZ FP -1.0, AddAB inh -0.3, Wnt bcat act 1 and PfHsp90 set2 1.
`O=C(c1ccco1)N(Cc1ccccc1)Cc1ccccn1` gave PvdQ acylase -4, DAGLB inh -1, E coli growth 2.2, Rtt109 Vps75 5, Tat transport 1, phage Ecoli inh 3.3, CAL PDZ FP -0.6, AddAB inh 4.1, Wnt bcat act 0 and PfHsp90 set2 1.
Screening O=C1COc2ccc(NC(=O)N3CCN(c4ccc(F)cc4)CC3)cc2N1 returned PvdQ acylase -3, DAGLB inh 3, E coli growth -0.6, Rtt109 Vps75 -3, Tat transport 8, phage Ecoli inh 1.6, CAL PDZ FP -2.2, AddAB inh -0.7 and Wnt bcat act -9.
O=C(NCc1ccco1)C1CC(c2cc(C(F)(F)F)cc(C(F)(F)F)c2)=NO1 (stereo not given) was read as PvdQ acylase -2, DAGLB inh -5, E coli growth -1.9, Rtt109 Vps75 -5, Tat transport 3, phage Ecoli inh 0.8, CAL PDZ FP -0.4, AddAB inh 2.9, Wnt bcat act -12 and PfHsp90 set2 18.
`Cc1ccc2nc(SC(C)C(=O)N3CCCC3)[nH]c2c1` (stereo not given) gave PvdQ acylase 0, DAGLB inh -3, E coli growth 0.1, Rtt109 Vps75 2, Tat transport 0, phage Ecoli inh 3.0, CAL PDZ FP -2.0, AddAB inh 2.5 and PfHsp90 set2 6.
N/C(=N\N=C\c1ccc([N+](=O)[O-])cc1)c1nonc1N was read as PvdQ acylase 6, DAGLB inh -2, E coli growth 0.7, Rtt109 Vps75 -4, Tat transport 2, phage Ecoli inh 3.6, CAL PDZ FP -0.3, AddAB inh 1.5, Wnt bcat act 12 and PfHsp90 set2 5.
CCN(CC)S(=O)(=O)c1cccc(-c2n[nH]c(=S)n2/N=C/c2ccc(OC(F)F)cc2)c1 was read as PvdQ acylase 20, DAGLB inh 3, E coli growth -2.8, Rtt109 Vps75 11, Tat transport 14, phage Ecoli inh -0.2, CAL PDZ FP -2.9, AddAB inh 1.8, Wnt bcat act 0 and PfHsp90 set2 -22.
Screening C/C(=N/NC(=O)c1cnccn1)c1ccncc1 returned PvdQ acylase 1, DAGLB inh 0, E coli growth -0.3, Rtt109 Vps75 -4, Tat transport 0, phage Ecoli inh 7.2, CAL PDZ FP 0.1, AddAB inh 2.0, Wnt bcat act 0 and PfHsp90 set2 -27.
O=C(Nc1cccc(C(F)(F)F)c1)c1cc(-c2ccco2)on1 was read as PvdQ acylase 4, DAGLB inh -4, E coli growth 4.3, Rtt109 Vps75 10, Tat transport -9, phage Ecoli inh 3.3, CAL PDZ FP -1.4, AddAB inh 3.2, Wnt bcat act 5 and PfHsp90 set2 -12.
`Cc1ccc(OCCNC(=O)/C=C/c2ccccc2)cc1` gave PvdQ acylase -5, DAGLB inh -4, E coli growth 0.0, Rtt109 Vps75 5, Tat transport 0, phage Ecoli inh 4.7, CAL PDZ FP -1.0, AddAB inh 2.8, Wnt bcat act 0 and PfHsp90 set2 20.
`COc1ccc(NC(=O)CSc2ccc(-c3ccco3)nn2)cc1` gave PvdQ acylase -6, DAGLB inh 0, E coli growth 2.8, Rtt109 Vps75 6, Tat transport 11, phage Ecoli inh 3.9, CAL PDZ FP -0.9, AddAB inh -0.6, Wnt bcat act 3 and PfHsp90 set2 2.
`Cc1ccc2c(c1)c1c3n2CCN(C(=O)CN2CCN(C)CC2)C3CCC1` (stereo not given) gave PvdQ acylase -12, DAGLB inh 0, E coli growth -3.5, Rtt109 Vps75 0, Tat transport -1, phage Ecoli inh 0.6, CAL PDZ FP 0.1, AddAB inh -1.7, Wnt bcat act -6 and PfHsp90 set2 19.
For CCNC(=S)N(CCCN(C)C)Cc1cc2cc3c(cc2[nH]c1=O)OCCO3 the results were PvdQ acylase -17, DAGLB inh 0, E coli growth -0.3, Rtt109 Vps75 -2, Tat transport -6, phage Ecoli inh 0.6, CAL PDZ FP -0.1, AddAB inh -1.5, Wnt bcat act -1 and PfHsp90 set2 16.
Cc1cc(C)cc(N2C(N)=NC(N)=NC2c2cccc(Cl)c2)c1 (stereo not given) was read as PvdQ acylase -7, DAGLB inh 4, E coli growth -3.4, Rtt109 Vps75 6, Tat transport 10, phage Ecoli inh 1.4, CAL PDZ FP -1.6, AddAB inh -1.6, Wnt bcat act -2 and PfHsp90 set2 13.
`COc1ccccc1N1CCN(Cc2ccsc2)CC1` gave PvdQ acylase 15, DAGLB inh 0, E coli growth -0.7, Rtt109 Vps75 -3, Tat transport -12, phage Ecoli inh 1.1, CAL PDZ FP -0.4 and AddAB inh -1.1.
`CCOC(=O)c1c(NC(=O)COc2ncnc3ccccc23)sc(C(C)=O)c1C` gave PvdQ acylase -17, DAGLB inh 0, E coli growth 1.9, Rtt109 Vps75 -13, Tat transport -5, phage Ecoli inh 0.2, CAL PDZ FP -1.9, AddAB inh 1.0 and PfHsp90 set2 17.
Screening COCc1ccc(CN2CCCC(CO)(Cc3ccccc3C)C2)o1 (stereo not given) returned PvdQ acylase 8, DAGLB inh -2, E coli growth -0.4, Rtt109 Vps75 12, Tat transport -7, phage Ecoli inh 6.4, CAL PDZ FP -2.4, AddAB inh 1.2, Wnt bcat act -1 and PfHsp90 set2 -9.
For Nc1c(O)cccc1C(=O)O the results were PvdQ acylase -10, DAGLB inh 2, E coli growth 1.4, Rtt109 Vps75 3, Tat transport -7, phage Ecoli inh 1.6, CAL PDZ FP 0.0, AddAB inh -0.6, Wnt bcat act -3 and PfHsp90 set2 1.

The final six compounds of the section above open the next one:
For CCNC(=S)N(CCCN(C)C)Cc1cc2cc3c(cc2[nH]c1=O)OCCO3 the results were PvdQ acylase -17, DAGLB inh 0, E coli growth -0.3, Rtt109 Vps75 -2, Tat transport -6, phage Ecoli inh 0.6, CAL PDZ FP -0.1, AddAB inh -1.5, Wnt bcat act -1 and PfHsp90 set2 16.
Cc1cc(C)cc(N2C(N)=NC(N)=NC2c2cccc(Cl)c2)c1 (stereo not given) was read as PvdQ acylase -7, DAGLB inh 4, E coli growth -3.4, Rtt109 Vps75 6, Tat transport 10, phage Ecoli inh 1.4, CAL PDZ FP -1.6, AddAB inh -1.6, Wnt bcat act -2 and PfHsp90 set2 13.
`COc1ccccc1N1CCN(Cc2ccsc2)CC1` gave PvdQ acylase 15, DAGLB inh 0, E coli growth -0.7, Rtt109 Vps75 -3, Tat transport -12, phage Ecoli inh 1.1, CAL PDZ FP -0.4 and AddAB inh -1.1.
`CCOC(=O)c1c(NC(=O)COc2ncnc3ccccc23)sc(C(C)=O)c1C` gave PvdQ acylase -17, DAGLB inh 0, E coli growth 1.9, Rtt109 Vps75 -13, Tat transport -5, phage Ecoli inh 0.2, CAL PDZ FP -1.9, AddAB inh 1.0 and PfHsp90 set2 17.
Screening COCc1ccc(CN2CCCC(CO)(Cc3ccccc3C)C2)o1 (stereo not given) returned PvdQ acylase 8, DAGLB inh -2, E coli growth -0.4, Rtt109 Vps75 12, Tat transport -7, phage Ecoli inh 6.4, CAL PDZ FP -2.4, AddAB inh 1.2, Wnt bcat act -1 and PfHsp90 set2 -9.
For Nc1c(O)cccc1C(=O)O the results were PvdQ acylase -10, DAGLB inh 2, E coli growth 1.4, Rtt109 Vps75 3, Tat transport -7, phage Ecoli inh 1.6, CAL PDZ FP 0.0, AddAB inh -0.6, Wnt bcat act -3 and PfHsp90 set2 1.
For O=C(c1cc2ccccc2oc1=O)N(Cc1ccc(F)cc1)C1CCS(=O)(=O)C1 (stereo not given) the results were PvdQ acylase -10, DAGLB inh 1, E coli growth 0.2, Rtt109 Vps75 -11, Tat transport -5, phage Ecoli inh 0.5, CAL PDZ FP 0.9, AddAB inh 6.3, Wnt bcat act -6 and PfHsp90 set2 -1.
Screening CC(=O)N1CCN(C(=O)c2ccc3c(c2)OCO3)CC1 returned PvdQ acylase -12, DAGLB inh 3, E coli growth 0.3, Rtt109 Vps75 -3, Tat transport -3, phage Ecoli inh 3.1, CAL PDZ FP -1.4, AddAB inh 0.1, Wnt bcat act -4 and PfHsp90 set2 -15.
`COc1ccc(CNC(=O)c2ccc(N3CCOCC3)c([N+](=O)[O-])c2)cc1` gave PvdQ acylase -12, DAGLB inh 6, E coli growth 0.3, Rtt109 Vps75 0, Tat transport -13, phage Ecoli inh 5.8, CAL PDZ FP -3.0, AddAB inh 2.8, Wnt bcat act -5 and PfHsp90 set2 21.
Screening CCn1c2ccccc2c2cc(C3N=C(N)Nc4nc5ccccc5n43)ccc21 (stereo not given) returned PvdQ acylase -6, DAGLB inh 1, E coli growth 2.1, Rtt109 Vps75 6, Tat transport -6, phage Ecoli inh 1.9, CAL PDZ FP -0.5, AddAB inh 3.5 and PfHsp90 set2 -6.
`O=C(CSc1nc(-c2ccc(F)cc2)cs1)N1CCN(C(=O)c2ccco2)CC1` gave PvdQ acylase -4, DAGLB inh -7, E coli growth -0.1, Rtt109 Vps75 3, Tat transport -1, phage Ecoli inh 2.2, AddAB inh 1.2 and Wnt bcat act 5.
`O=C(O)c1cccc(-n2cccc2/C=C2\SC(=O)N(Cc3ccccc3F)C2=O)c1` gave PvdQ acylase -10, DAGLB inh 5, E coli growth 0.5, Rtt109 Vps75 4, Tat transport 2, phage Ecoli inh 5.0, CAL PDZ FP -1.5, AddAB inh 2.0, Wnt bcat act 2 and PfHsp90 set2 -51.
`COc1ccc(CNC(=O)CSc2nnc3c(n2)[nH]c2ccc(F)cc23)cc1` gave PvdQ acylase 2, DAGLB inh -3, E coli growth -0.1, Rtt109 Vps75 -7, Tat transport 3, phage Ecoli inh -0.3, CAL PDZ FP -2.3, AddAB inh 3.3, Wnt bcat act -2 and PfHsp90 set2 7.
C=C1C(=O)O[C@H]2C[C@H]1[C@@H](OC(C)=O)C/C(C)=C/CC/C(C)=C\CC[C@]2(C)O was read as PvdQ acylase -17, DAGLB inh 5, Rtt109 Vps75 0, Tat transport 0, phage Ecoli inh 3.3, CAL PDZ FP -1.6, Wnt bcat act -26 and PfHsp90 set2 21.
Screening Cc1cc(C)nc(NS(=O)(=O)c2ccc(NC(=O)c3ccc(S(=O)(=O)N(C)C)cc3)cc2)n1 returned PvdQ acylase 5, DAGLB inh -1, E coli growth 0.6, Rtt109 Vps75 6, Tat transport 2, phage Ecoli inh 2.1, CAL PDZ FP -1.5, AddAB inh 0.5, Wnt bcat act 0 and PfHsp90 set2 4.
COCCNc1nc(-c2cc(-c3ccccc3)on2)cc(C(C)C)n1 was read as PvdQ acylase -6, DAGLB inh -11, E coli growth 0.8, Rtt109 Vps75 4, Tat transport -35, phage Ecoli inh 0.8, CAL PDZ FP -0.6, AddAB inh 1.8, Wnt bcat act -5 and PfHsp90 set2 -24.
